From PubChem BioAssay
KCNH2 WT inh = qHTS for Inhibitors of KCHN2 3.1: Wildtype qHTS; Voltage-gated inwardly rectifying potassium channel KCNH2 (Homo sapiens), Q12809; U2OS, BacMam KCNH2, thallium flux FluxOr; stronger effect = lower value; activity change, % at 1.84 µM; 0.37% of 340,000 active; AID 720551, 2013;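 active means maximum activity change below -70%; inconclusive means maximum activity change between -70% and -50%; inactive means maximum activity change above -50%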; further: on the % scale 0 is the no-effect control and ±100 the full control effect
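U2OS cells transduced with wild-type KCNH2 virus are loaded with FluxOr dye for 45 min, and thallium flux is measured in kinetic reads before and after stimulation buffer. Rate constants are normalized to DMSO controls.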
FBPA coupling cs = qHTS Assay for Inhibitors of Fructose-1,6-bisphosphate Aldolase from Giardia Lamblia: Coupling assay counterscreen. activity change, negative = inhibition, % at 58.2 µM, hits read low. coupling enzyme system counterscreen, AmpLite Red fluorescence. 0.67% of 290,000 active; in the data active means activity change below about -30%; further: on the % scale 0 is the no-effect control and ±100 the full control effect
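Fluorescence at 525 nm excitation and 598 nm emission measured inhibition of the coupled detection system without aldolase. Compounds (at 57.5 uM final) were preincubated 10 min at room temperature with coupling enzyme reagent before a 20 min substrate/AmpLite Red step.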
GALK inhibitor = qHTS Assay for Inhibitors of Human Galactokinase (GALK). 0.007% of 270,000 active. AID 1868, 2009. Potency, µM (doses to about 57.5 µM), inactives show top-dose activity change, negative = inhibition, usual class: inhibitors. Purified GALK, Kinase-Glo residual ATP luminescence; further: potency means the concentration at half of the fitted maximal effect; on the % scale 0 is the no-effect control and ±100 the full control effect
Target sequence (P51570 whole entry, looked up): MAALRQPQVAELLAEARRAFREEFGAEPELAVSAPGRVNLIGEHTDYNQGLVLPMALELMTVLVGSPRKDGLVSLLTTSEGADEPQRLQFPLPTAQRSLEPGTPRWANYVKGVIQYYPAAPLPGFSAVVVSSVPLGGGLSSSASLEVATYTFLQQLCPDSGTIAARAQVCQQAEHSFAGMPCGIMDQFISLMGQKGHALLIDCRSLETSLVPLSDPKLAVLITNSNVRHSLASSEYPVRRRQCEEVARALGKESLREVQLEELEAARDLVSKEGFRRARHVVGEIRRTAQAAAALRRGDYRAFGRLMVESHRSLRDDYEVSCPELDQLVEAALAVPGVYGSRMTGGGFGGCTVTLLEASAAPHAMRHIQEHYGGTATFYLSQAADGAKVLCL
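ATP-depletion format; final 35 uM ATP, 100 uM D-galactose, 5 nM enzyme; pH 8.0 HEPES/Mg2+ buffer; 60 min RT; luminescence read 10 min after detection reagent.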
A-T KAP1 phos = qHTS Assay for Identifying a Potential Treatment of Ataxia-Telangiectasia. […] A-T fibroblasts, KAP-1 phosphorylation AlphaLISA; neocarzinostatin DNA damage 30 min before lysis. Potency, µM (highest dose often 57.5 µM), without a hit: at the highest dose activation, usual class: activators. 0.19% of 320,000 active. AID 485349, 2010; further: potency means the concentration at half of the fitted maximal effect; % of control where 0% means no effect; nearly all actives have a fitted effect of over 45% in size
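ATM-like activity read as KAP-1 phosphorylation via AlphaLISA donor/acceptor antibody pairs after lysis and 6 hr at 25C. Cells were ATM-null patient fibroblasts ([…], hTERT), dosed 60 min, then exposed to the DSB inducer NCS for 30 min.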
S-ASM inh = Inhibitors of Secretory Acid Sphingomyelinase (S-ASM): qHTS. placental ASM, HMU-PC fluorogenic substrate, 60 min. 0.006% of 340,000 active. Sphingomyelin phosphodiesterase (Homo sapiens), P17405. Potency, µM (titrated, usually from 57.5 µM), for inactives: at the highest dose activity change, negative = inhibition, actives largely listed as inhibitors; further: potency means the concentration at half of the fitted maximal effect
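Steps: dispense placental human ASM, pin compound, wait 10 min at room temperature, add HMU-PC0 substrate at 9 uM final, incubate 60 min at 37 °C, add stop solution raising pH to 10, read fluorescence.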
Integrin act MD = qHTS for Activators of Integrin-Mediated Alleviation for Muscular Dystrophy | Potency, µM (top dose mostly 38.3 µM), inactives show at the highest dose activation, usual class: activators | 0.064% of 350,000 active | alpha7betagal myoblasts, beta-gal FDG fluorescence, 48 h;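 further: potency means the concentration at half of the fitted maximal effect; 100% = response of the positive control SU9516; nearly all actives have a fitted effect of over 60% in size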
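alpha7betagal+/- myoblasts (passage 13, 250/well) treated 48 h at 37C with compounds at 1:260 dilution of DMSO stock. Lysed, then beta-galactosidase activity read as FDG fluorescence (ex 480/em 540) after 30 min, with pre-read for autofluorescence.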
MBNL1-CUG inh = qHTS Assay for Inhibitors of MBNL1-poly(CUG) RNA binding. TR-FRET MBNL1-His/biotin-(CUG)12 binding, 665/545 ratio. 0.036% of 280,000 active. Potency, µM (doses to about 57.5 µM), for the others: top-dose activity change, negative = inhibition, usual class: inhibitors. AID 2675, 2010; active means well fitted inhibition curve with a large enough effect in the signal ratio, with a control signal flat, not every such curve was filed as active; inconclusive means small, poorly fitted or top-dose-only effect, or effect the other way, or a change in a side signal; inactive means no such curve, though single readings can be large or run the other way; the % refers to the signal ratio; further: potency means the concentration at half of the fitted maximal effect; on the % scale 0 is the no-effect control and ±100 the full control effect
Target sequence (Q9NR56 whole entry, looked up): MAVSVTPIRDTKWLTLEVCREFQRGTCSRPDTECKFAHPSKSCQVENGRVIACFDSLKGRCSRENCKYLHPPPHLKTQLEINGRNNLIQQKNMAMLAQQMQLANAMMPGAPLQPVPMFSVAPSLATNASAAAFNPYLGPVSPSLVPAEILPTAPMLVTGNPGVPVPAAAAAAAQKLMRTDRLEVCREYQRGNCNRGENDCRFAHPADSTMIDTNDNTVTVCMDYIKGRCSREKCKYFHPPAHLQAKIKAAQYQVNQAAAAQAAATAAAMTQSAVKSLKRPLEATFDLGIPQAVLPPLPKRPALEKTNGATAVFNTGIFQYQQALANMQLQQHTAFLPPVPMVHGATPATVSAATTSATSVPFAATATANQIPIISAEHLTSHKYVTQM
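TR-FRET between His-tagged MBNL1 and biotin-(CUG)12 RNA, detected with Tb anti-His antibody (0.055 ng/ul) and streptavidin-XL665 (5 nM), 60 min at room temperature. Compounds titrated 92 nM to 58 uM; 665/545 nm ratio normalized to buffer and complex controls.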
MLL CXXC-DNA inh = qHTS Fluorescence Polarization Assay for Inhibitors of MLL CXXC domain - DNA interaction; Histone-lysine N-methyltransferase 2A (Homo sapiens), Q03164; MLL-CXXC / FITC-HOXA9 DNA fluorescence polarization; Potency, µM (top dose mostly 115 µM), without a hit: at the highest dose activity change, negative = inhibition, actives largely listed as inhibitors; 0.037% of 290,000 active; AID 2662, 2010; active means well fitted inhibition curve with a large enough effect in the polarisation, with a control signal flat, not every such curve was filed as active; inconclusive means small, poorly fitted or top-dose-only effect, or effect the other way, or a change in a side signal; inactive means no such curve, though single readings can be large or run the other way; the % refers to the polarisation; further: potency means the concentration at half of the fitted maximal effect
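Steps: dispense CXXC domain solution (7 uM) → pin compounds or unlabeled HOX-A9 DNA control → 5 min ambient → add FLSN-HOX-A9 solution (50 nM) → spin → 30 min ambient → fluorescence polarization. Tris pH 7.5/NaCl/DTT/BSA buffer.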
KCNH2 3.1 inh = qHTS for Inhibitors of KCHN2 3.1: Mutant qHTS | Potassium voltage-gated channel subfamily H member 2, brain isoform KCNH2 3.1 (human) | 0.95% of 340,000 active | activity change, % (tested at about 1.8 µM) | U2OS KCNH2 3.1, thallium flux FluxOr; stronger effect = lower value;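 active means maximum activity change below -70%; inconclusive means maximum activity change from -70% to -50%; inactive means maximum activity change above -50%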;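 further: thallium influx rate constant from kinetic fluorescence after stimulation buffer; on the % scale 0 is the no-effect control and ±100 the full control effect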
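Thallium flux read-out: FluxOr dye with Red40 quencher in HBSS/HEPES, 45 min at RT. Rate constants from kinetic reads were normalized to positive and negative DMSO controls. Cells: U2OS virally expressing the 3.1 isoform.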
TRPV1 ag = HTS Assay for Compounds that Act as Agonists of the Vanilloid Receptor 1. activation, % at 8.33 µM. TRPV1-expressing cells, Fluo-8 calcium influx, agonist mode. Transient receptor potential cation channel subfamily V member 1 (Homo sapiens), Q8NER1. 0.19% of 320,000 active. AID 540275, 2011; in the data active means activation above about 80%; inconclusive means between about 30% and that limit; further: 0% is about no effect
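Cells expressing TRPV1 were dye-loaded with Fluo-8 and read kinetically: 10 s baseline, 3 min after compound (agonist portion), then 2 min after EC20 capsaicin (allosteric enhancer portion). Calcium-bound dye fluorescence at 480/520 nm.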
* hit, by the source's call; ? = inconclusive; nt = no result given; & = joins results of further samples; [ ] = remark or other dose. Unless noted, the call rests on the fitted dose curve; in most records, active means well fitted curve in the direction sought with a large enough effect; inconclusive means small, poorly fitted or top-dose-only effect, or another doubt; inactive means no such curve, though single readings can be large; an effect the other way counts as inactive or inconclusive.

SMILES | KCNH2 WT inh | FBPA coupling cs | GALK inhibitor | A-T KAP1 phos | S-ASM inh | Integrin act MD | MBNL1-CUG inh | MLL CXXC-DNA inh | KCNH2 3.1 inh | TRPV1 ag
Cc1ccc(Cl)cc1N1CCN(C(=O)c2cccc3c(=O)c(C)c(-c4ccccc4)oc23)CC1 | -1.0 | 1.8 | 1.0% | -9.3% | -13.7% | -76.4%[inhibitor] | -7.8% | 6.8% | -24.6 | 28.1
COc1ccc2[nH]c(N=Nc3ccccc3C)c(O)c2c1 | 17.9 | 1.6 | 1.5% | 1.5% | 0.5% | 18.5% | 13.3% | 9.7% | -5.6 | 3.1
CCCCN(C(=O)CSc1nnc(-c2ccccc2)n1C)c1c(N)n(Cc2ccccc2)c(=O)[nH]c1=O | 11.8 | 1.9 | -0.9% | -1.7% | 2.1% | -2.5% | 3.5% | 2.6% | 18.8 | 0.2
Cc1ccc(-c2noc(Cn3cc(S(=O)(=O)N4CCCC4)ccc3=O)n2)cc1 | 1.4 | nt | nt | -2.1% | -0.9% | 6.6% | nt | nt | -10.4 | 2.3
Cc1ccc(NC(=O)c2nc[nH]c2C(=O)NCc2ccccc2)cc1 | -3.2 | nt | nt | -5.5% | -3.5% | -3.0% | nt | nt | -3.1 | 25.9
COc1ccccc1C(O)(C(=O)NN(C)c1ccccc1)c1ccccc1OC | 11.1 | -0.2 | -1.1% | 9.8% | 5.2% | 0.4% | -5.1% | 1.5% | 1.3 | 4.9
CC(C)C[C@@H](CSc1ccc(Br)cc1)N1CCN(CCc2ccccc2)CCC1=O | nt | 4.4 | 3.5% | 0.0% | -9.9% | -11.2% | 0.9% | -6.1% | nt | 11.0
Cc1ccc(C2(C(F)(F)F)N=C3Sc4cc(C)cc(C)c4N3C(=O)N2)cc1 (stereo not given) | -2.6 | -0.5 | -2.9% | -4.5% | 3.3% | 12.9% | -3.1% | 17.2% | 9.8 | -4.6
COc1ccc(Cn2c(=O)c3[nH]cnc3n(-c3ccc(C)cc3)c2=O)cc1 | 3.4 | -2.2 | 0.8% | 38.2% | 6.7% | 0.0% | -6.2% | 1.7% | -1.5 | -3.1
NC(=O)C1CCCN(C(=O)c2ccc(-c3cccc(Cl)c3Cl)o2)C1 (stereo not given) | -4.9 | nt | nt | 3.8% | -4.5% | 0.0% | nt | nt | 5.4 | ?
CSC[C@H](NC(=O)Cc1c(C)c2cc3c(C)c(C)oc3cc2oc1=O)C(=O)N[C@@H](Cc1ccccc1)C(=O)O | -6.8 | 4.1 | nt | 1.3% | 118.9%[activator] | -30.4% | -4.4% | -12.9% | -0.1 | -0.3
N#Cc1c(SCC(=O)O)nc(-c2ccccc2)c2c1CCCC2 | -5.4 | 19.6 | -1.5% | -4.5% | 5.5% | 11.9% | 18.6% | ? | -12.4 | 1.8
O=C(NCc1nc2ccccc2[nH]1)C1=C[C@H](c2ccc3c(c2)OCO3)C[C@H](OCCCCO)O1 | nt | -1.0 | -1.9% | nt | -1.3% | 6.5% | -1.3% | 26.6% | nt | 8.0
CCOC(=O)N1CCN(C(=O)C2CCC(=O)N(Cc3ccc(Cl)cc3)C2)CC1 (stereo not given) | -5.3 | nt | -7.5% | 10.8% | 0.1% | 8.9% | 3.3% | 2.4% | nt | -0.4
COc1ccc(NCC(=O)N/N=C/C=C\c2ccccc2)cc1 | -5.8 | -12.8 | 0.4% | -9.1% | -5.5% | -24.8% | ? | -6.6% | -30.7 | 23.1
C=CCCN(C(C(=O)OC)C(C)C)S(=O)(=O)c1ccccc1Br (stereo not given) | 9.3 | 0.1&-1.9 | -2.1% | 16.2% | 6.5% | 11.1% | 0.8% | 41.9%[activator] | -7.0 | 16.3
CCCn1c(O)c(N=NC(=O)CNC(=O)/C=C/c2ccc(OC)cc2)c2ccccc21 | 1.8 | nt | 6.5% | -1.7% | -17.3% | -1.0% | ? | 6.4% | -33.8 | -1.0
Cc1ccc(N2C(=O)CC(Sc3ncn[nH]3)C2=O)cc1C (stereo not given) | 2.3 | 1.9 | -1.8% | -5.4% | -2.2% | -16.6% | 8.0% | -4.2% | -9.9 | 0.9
COc1ccc(C(C)(C)C)cc1NC(=O)c1ccc[n+]([O-])c1 | 4.4 | -1.4 | 0.8% | 0.1% | -1.1% | -13.9% | 0.0% | -0.4% | 4.9 | 0.0
CC(=O)Nc1cc(C(=O)NCc2ccco2)ccc1Sc1ccc(F)cc1 | 24.6 | -2.6 | 0.1% | 6.7% | 0.7% | -25.6% | ? | 20.0% | -1.2 | 26.5
CNC(=O)COc1coc(CN2CCN(c3ccccc3)CC2)cc1=O | -0.9 | nt | -5.9% | -0.6% | 1.4% | -2.9% | -3.3% | -0.8% | 16.1 | 2.0
CC(=O)C1=C(c2ccccc2)NC(=O)NC1c1ccc(O)c(Cl)c1 (stereo not given) | -1.7 | 2.7 | 1.1% | -8.9% | 1.8% | 3.0% | 0.5% | -2.4% | 29.5 | 1.8
Cc1cc(NS(=O)(=O)c2ccc(NC(=O)COc3ccccc3Cl)cc2)no1 | -11.3 | 13.4 | -0.2% | 3.3% | -0.8% | 0.0% | -1.7% | 14.5% | -12.7 | -0.9
CC(C)(C)NC(=O)NC(=O)COC(=O)CNC(=O)c1cccc(F)c1 | 1.8 | -0.1 | 2.5% | 5.8% | 1.3% | -4.5% | -18.5% | -11.9% | 8.5 | -3.6
Cc1ccc(N=C2NC(=O)/C(=C/c3cn(C)c4ccccc34)S2)cc1C | -4.9 | -1.6 | 4.0% | -4.2% | ? | 4.5% | nt | ? | -30.2 | 7.6
CCN1C[C@@H]2[C@@H]3C(=O)N(C)C(=O)[C@@H]3[C@](C)(C1=O)N2C(=O)c1ccc(C)cc1 | -6.7 | nt | nt | nt | 2.1% | 5.7% | nt | nt | 20.5 | nt
CC1C(=O)N2CCCc3cc(NS(=O)(=O)c4ccc([N+](=O)[O-])cc4)cc1c32 (stereo not given) | 5.3 | nt | nt | 11.3% | 3.5% | 32.8% | nt | nt | -6.3 | 4.6
Cc1cc(C)n2nc(C(=O)Nc3c(C)nn(Cc4ccc(F)cc4)c3C)cc2n1 | 29.9 | -0.5 | 1.4% | -2.1% | -3.7% | ? | 2.8% | ? | -10.7 | -2.9
CCn1c(CC(=O)Nc2ccc(OC)cc2)nnc1SCC(=O)N1CCOCC1 | 0.6 | -0.3 | 6.7% | -3.5% | -0.8% | 14.1% | -2.8% | ? | -3.4 | 0.7
OC1(c2ccc(Br)cc2)CN(c2ccccc2)C2=[N+]1CCS2 (stereo not given) | -5.8 | -2.2 | 2.2% | -3.7% | 2.5% | 19.0% | 36.5%[activator] | -0.7% | -5.2 | 12.0
CCSc1nsc(NC(=O)Nc2cccc(C(C)=O)c2)n1 | -6.3 | -3.7 | -5.1% | 5.7% | ? | -36.6% | -2.7% | 6.4% | 14.4 | ?
CCCC[N+](CC#Cc1ccccc1)(CCCC)CCCS(=O)(=O)[O-] | 2.4 | 1.6 | -1.4% | 1.5% | 4.8% | ? | -8.8% | -0.4% | 1.8 | 1.0
CCOC(=O)c1nc(Nc2ccc(C(=O)O)cc2)c2ccccc2n1 | -8.5 | 0.0 | 0.6% | -5.0% | 2.0% | 2.3% | ? | -18.1% | ? | 0.0
C#CCOCCOCCOCCNc1nc(N2CCN(C(=O)[C@H](CCC(=O)O)n3cc(C(N)Cc4ccc(O)cc4)nn3)CC2)nc(N2CCN(C(=O)[C@H](Cc3ccc(O)cc3)n3cc(C(N)CC(C)C)nn3)CC2)n1 (stereo not given in full) | nt | 1.2 | -1.0% | 25.8% | nt | nt | -12.9% | 15.5% | nt | -2.6
CC(NC(=O)CNC(=O)c1cccs1)c1cccc(C(F)(F)F)c1 (stereo not given) | 3.0 | nt | nt | 11.4% | 1.8% | 11.0% | nt | nt | 10.1 | nt
